Screening data (PubChem)
SRC3 inh: inhibits human SRC3 coactivator | HEK293 GAL4-SRC3 luciferase reporter, luminescence | actives 0.17% (n = 360,000) | inhibition, % at 3.6 µM | Q9Y6Q9;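 active = inhibition above a per-campaign cutoff, the mean of all compounds plus 3 SD, cut at about 60% in these data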;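 note: 0% = DMSO-treated cells and 100% = gossypol-treated cells at 36 µM; higher means less SRC3-driven luciferase light from the GAL4 reporter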
TROY NFkB inh: blocks TROY-dependent signaling in reporter cells; Q293 LMP1-TROYcd NF-kB luciferase reporter, 4 h; inhibition, % at 10 µM; actives 0.98% (n = 360,000); AID 1347056;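 active = compounds whose plate-normalised and pattern-corrected inhibition of the luciferase reporter signal at the single screening dose is 50% or more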
Shn3 3UTR inh: Schnurri-3 reporter inhibition in Clone20 osteoblasts | Clone20 osteoblast Shn3 3'UTR firefly luciferase, 24 h | inhibition, % at 12.5 µM | actives 0.52% (n = 360,000);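 active = mean inhibition of at least 75% with every replicate also reaching 75%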;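 note: 0% = median of neutral control wells and 100% = pilot-screen positive control compound; some compounds past the cut are filed as inactive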
KKLEB tox: counter-screen for CF NF-kB inhibitors: cytotoxicity; KKLEB CF airway cells viability, ATPlite luminescence, overnight; stronger effect = lower value; cells stimulated with P. aeruginosa culture filtrate; activity change (cytotoxicity), % at 5 µM; actives 0.36% (n = 360,000); AID 602141;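 active = corrected activity change at or below -50% at 5 µM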
TWEAK Fn14 block: inhibitors of TWEAK-Fn14 interaction signaling; TWEAK-stimulated Fn14 reporter cells, luciferase luminescence, 8 h; inhibition, % at 10 µM; actives 2% (n = 360,000); AID 1159606; in the data active = inhibition above about 50%
TRAIL sens C8: sensitizes caspase-8 expressing cells to TRAIL | NB7+C8 cells + TRAIL, ATPlite viability luminescence | inhibition (viability loss, TRAIL sensitization), % at 10 µM | actives 1% (n = 360,000);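 active = compounds causing at least 50% loss of cell viability in the single-dose screen, relative to plate controls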
NR5A2 inv ag: inverse agonists of human LRH-1 (NR5A2); actives 0.13% (n = 360,000); HEK293T StAR-luciferase reporter, LRH-1 transfected, 24 h; O00482; AID 602396; inhibition, % at 3.6 µM;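 active = inhibition above the mean inhibition of all tested compounds plus 3 SD, cut at about 73% in these data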;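 note: 0% = DMSO wells and 100% = reporter-only cells lacking LRH-1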
LMP1 NFkB inh: inhibitors of Epstein-Barr LMP1-induced NF-kappaB reporter | AID 504558 | actives 0.69% (n = 350,000) | LMP1-induced NF-kappaB luciferase reporter cells, luminescence | inhibition, % at 12.5 µM; in the data active = inhibition above about 41%;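 note: 0% = neutral control wells and 100% = reference inhibitor control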
CF NFkB inh: blocks PAF-induced NF-kB reporter in cystic fibrosis cells | actives 0.86% (n = 360,000) | AID 588850 | inhibition, % at 5 µM | KKLEB NF-kB-GFP reporter, GFP fluorescence overnight;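 active = at least 50% inhibition at 5 µM, scaled per plate between neutral and stimulator controls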;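 note: PAF is a Pseudomonas aeruginosa culture filtrate used as stimulus; plate controls were PAF-stimulated DMSO wells for no effect and unstimulated DMSO wells for full effect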
NR2F2 inh: blocks human COUP-TFII nuclear receptor. AID 686940. inhibition, % at 8.6 µM. HEK293T NGFI-A luciferase reporter, luminescence. actives 0.7% (n = 370,000);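 active = inhibition above a per-plate cutoff, mean inhibition of test wells between control levels plus 3 SD, cut at about 38% in these data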;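 note: cells cotransfected with COUP-TFII expression vector driving the NGFI-A reporter; 0% = median of COUP-TF2 test wells and 100% = reporter-only cells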
SRC1 inh: human NCOA1 inhibition. HEK293 GAL4-SRC1 luciferase reporter, luminescence. AID 588354. Q15788. inhibition, % at 3.6 µM. actives 0.12% (n = 360,000);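 active = inhibition above the campaign mean plus 3 SD, with each screening campaign given its own cutoff, cut at about 60% in these data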;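 note: 0% = DMSO treated cells and 100% = gossypol at 36 µM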
Target sequence (Q15788 whole entry, looked up, the tested form may be a part): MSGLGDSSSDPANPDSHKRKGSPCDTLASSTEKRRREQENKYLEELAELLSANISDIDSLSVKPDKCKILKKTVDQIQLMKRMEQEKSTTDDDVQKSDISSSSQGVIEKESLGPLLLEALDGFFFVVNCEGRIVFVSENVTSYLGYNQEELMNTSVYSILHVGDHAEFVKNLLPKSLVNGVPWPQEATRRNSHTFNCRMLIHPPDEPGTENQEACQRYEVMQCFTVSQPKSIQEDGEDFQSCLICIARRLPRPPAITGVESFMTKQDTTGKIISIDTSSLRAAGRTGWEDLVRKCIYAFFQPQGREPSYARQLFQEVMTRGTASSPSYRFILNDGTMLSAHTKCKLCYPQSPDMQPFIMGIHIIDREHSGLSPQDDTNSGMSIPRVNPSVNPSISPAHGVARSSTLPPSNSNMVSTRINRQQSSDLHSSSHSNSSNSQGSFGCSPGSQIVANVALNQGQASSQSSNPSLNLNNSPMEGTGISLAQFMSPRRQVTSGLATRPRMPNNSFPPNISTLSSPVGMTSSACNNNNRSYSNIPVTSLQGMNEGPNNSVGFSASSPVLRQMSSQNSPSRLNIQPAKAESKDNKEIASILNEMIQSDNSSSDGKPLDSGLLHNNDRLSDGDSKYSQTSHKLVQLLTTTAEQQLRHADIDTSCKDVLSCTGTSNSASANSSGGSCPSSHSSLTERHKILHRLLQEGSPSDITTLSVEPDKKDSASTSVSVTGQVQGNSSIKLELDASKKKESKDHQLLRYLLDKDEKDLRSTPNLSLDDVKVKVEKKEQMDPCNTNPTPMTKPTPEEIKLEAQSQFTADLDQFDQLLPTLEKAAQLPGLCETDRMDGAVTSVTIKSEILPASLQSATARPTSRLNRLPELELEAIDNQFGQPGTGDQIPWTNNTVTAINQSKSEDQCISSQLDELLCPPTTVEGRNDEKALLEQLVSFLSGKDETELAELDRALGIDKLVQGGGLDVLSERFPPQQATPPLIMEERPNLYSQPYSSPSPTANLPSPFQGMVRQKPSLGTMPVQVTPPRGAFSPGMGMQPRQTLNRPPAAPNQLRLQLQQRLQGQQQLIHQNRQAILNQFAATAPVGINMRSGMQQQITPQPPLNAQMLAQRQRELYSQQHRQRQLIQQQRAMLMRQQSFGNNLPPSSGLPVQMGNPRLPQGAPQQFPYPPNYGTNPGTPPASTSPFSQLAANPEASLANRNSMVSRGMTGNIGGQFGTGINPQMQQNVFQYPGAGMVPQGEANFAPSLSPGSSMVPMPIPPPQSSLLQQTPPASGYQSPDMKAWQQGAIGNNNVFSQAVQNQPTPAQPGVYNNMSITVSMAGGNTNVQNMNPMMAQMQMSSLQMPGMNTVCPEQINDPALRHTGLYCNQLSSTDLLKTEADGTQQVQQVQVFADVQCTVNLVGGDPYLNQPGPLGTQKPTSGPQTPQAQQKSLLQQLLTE
* = called active by the depositor; . = no result given. An excerpt; rates above refer to the full screens.

Each structure is followed by: SRC3 inh | TROY NFkB inh | Shn3 3UTR inh | KKLEB tox | TWEAK Fn14 block | TRAIL sens C8 | NR5A2 inv ag | LMP1 NFkB inh | CF NFkB inh | NR2F2 inh | SRC1 inh
O=C(COC(=O)CNC(=O)c1ccc(Cl)cc1Cl)NC1CCCCCCC1
    -9 | -21 | 16 | -9 | -5 | -4 | -10 | 3 | -27 | -17 | -26
CCCNC(=O)C1(C)CCN(CCC(=O)c2ccc(Br)cc2)C1 (stereo not drawn)
    -2 | 19 | 0 | -5 | -2 | -15 | 4 | . | -3 | -9 | -6
Cc1ccc2oc(=O)n(Cc3ccc(F)cc3)c2c1
    -40 | -2 | 2 | 6 | 18 | -8 | 6 | -15 | -9 | . | -21
COc1ccc(N2CC(=O)N(c3ccc(OC)c(OC)c3)CC2=O)cc1OC
    -7 | 2 | -1 | 7 | 13 | 0 | 10 | 1 | -1 | 4 | -15
CC1CC1C(=O)OCc1cc(=O)n2cc(Br)ccc2n1 (stereo not drawn)
    -68 | -9 | -70 | 6 | 39 | 7 | -145 | 3 | -17 | -40 | -110
Fc1c(F)c(F)c(N/N=C/c2c[nH]c3ccccc23)c(F)c1F
    5 | -27 | 9 | -2 | 50 | 11 | -7 | -12 | -22 | 25 | -16
Cc1cccc(N(CC(=O)NC(C)(C)C)C(=O)CNC(=O)c2cccs2)c1C
    4 | 12 | 18 | -10 | 6 | -15 | 6 | -8 | 4 | 10 | 12
Cc1ccc(S(=O)(=O)Cc2ccc(C(=O)NC3CCCC3)o2)cc1
    11 | -7 | -8 | -1 | 7 | 8 | -13 | 1 | -3 | -13 | -8
COc1ccc(NC2c3ccccc3C(=O)N2c2cccnc2)cc1 (stereo not drawn)
    11 | 6 | -18 | -5 | 16 | 9 | 5 | -4 | -7 | -22 | -3
Cc1cc(Br)cc2cn[nH]c12
    11 | 25 | -9 | -9 | 5 | -17 | 1 | 11 | 11 | -3 | 13
c1cnc(Oc2ccc3oc4ccccc4c3c2)nc1
    -11 | -43 | -96 | -17 | -8 | -1 | -25 | -12 | 9 | -6 | -41
COC(=O)c1sccc1-n1cccc1C(=O)C(=O)N1CCCCC1
    -1 | -2 | 3 | 4 | 10 | 3 | -20 | 4 | 4 | -6 | -20
O=C(Cc1cccc2ccccc12)NC(NC(=S)Nc1ccccc1Cl)C(Cl)(Cl)Cl (stereo not drawn)
    -54 | 15 | 4 | -4 | 47 | 40 | 1 | -40 | 28 | -16 | -9
C/C(=N\NC(=O)C1COc2ccccc2O1)c1ccc(N2CCOCC2)cc1 (stereo not drawn)
    15 | 0 | 1 | 6 | 2 | -7 | 14 | 0 | -11 | 0 | -25
O=C(c1ccc(Cl)c(S(=O)(=O)N2CCOCC2)c1)N1CCN(c2ccccc2F)CC1
    8 | 9 | 3 | -4 | 11 | 15 | 9 | 5 | 26 | 17 | -19
O=C(CN1CCN(Cc2cccc(F)c2)CC1)Nc1ccccc1F
    -21 | 0 | 13 | -16 | 4 | -8 | -13 | 6 | -13 | 22 | -17
COc1ccccc1NC(=O)N(C)C[C@@H]1OCc2cnnn2CCCC(=O)N([C@H](C)CO)C[C@@H]1C
    -6 | -7 | -9 | -10 | 0 | -14 | 1 | -2 | -5 | -33 | 16
O=C(CSc1nc2c(cnn2-c2ccc(F)cc2)c(=O)[nH]1)N1CCCc2ccccc21
    1 | 1 | 0 | 2 | -4 | -1 | -1 | -13 | 7 | -8 | -1
CCN(C(=O)c1cccc(NC(=O)c2ccccc2)c1)C1CCCCC1
    -7 | 1 | 1 | -5 | 19 | 2 | 1 | 51* | 10 | 8 | 13
Cc1ccc(Cc2c(-c3ccco3)nc3c4ccccc4ccn23)cc1
    -1 | 47 | -13 | -36 | 81* | 20 | 38 | . | 12 | 41* | 25
Cc1ccc(OCCSc2nc(N)cc(N)n2)cc1
    -63 | -40 | -93 | -14 | -15 | 1 | -72 | -30 | -6 | -29 | -90
CC(C)C(N)c1csc(NC(=O)Nc2cccc(C(F)(F)F)c2)n1 (stereo not drawn)
    3 | 20 | 30 | -10 | 0 | 7 | -6 | . | 8 | -8 | 6
COc1cccc(N2CCN(C(=O)c3cn(Cc4ccccc4)nc3-c3cccnc3)CC2)c1
    -5 | 11 | 16 | -16 | 23 | 20 | 16 | 8 | 1 | 2 | 2
CC(C)NC(=O)N(C)C[C@H]1Oc2ccc(NC(=O)CCN3CCOCC3)cc2C(=O)N([C@H](C)CO)C[C@@H]1C
    -4 | 0 | 14 | -18 | -7 | 7 | 1 | -8 | 8 | -16 | -20
COc1ccc(C(=O)NC(=S)N2CCCCC2c2cccnc2)cc1OC (stereo not drawn)
    -7 | -1 | 6 | -10 | -13 | 8 | -12 | 7 | 1 | -12 | -2
COC(=O)c1ccc(N2C(=O)C3C4C=CC(CC4)C3C2=O)cc1 (stereo not drawn)
    8 | 5 | -2 | -7 | -1 | -6 | -16 | 7 | 4 | -11 | -2
COC(=O)C(CCCCNC(=O)OCc1ccccc1)NC(=O)CN (stereo not drawn)
    -24 | 4 | -6 | 14 | -11 | 1 | 14 | 25 | -6 | 30 | -3
COCCNC(=O)c1ccc(CS(=O)(=O)c2ccccc2OC)o1
    14 | 4 | -14 | -2 | 1 | -5 | 19 | 2 | 5 | 17 | -7
COc1ncccc1C(=O)NC1CCCc2c1cnn2-c1ccc(C)c(C)c1 (stereo not drawn)
    -8 | 28 | 2 | 0 | -3 | 9 | -1 | 10 | 4 | 12 | -3
COc1ccc(CCN2CCCn3c2nc2c3c(=O)n(Cc3ccccc3F)c(=O)n2C)cc1OC
    12 | 14 | 6 | -11 | 23 | -2 | -2 | 11 | 15 | 0 | 1
COCC(=O)N1CCC(Oc2ccc(C(=O)N3C[C@@H]4CCC[C@H]3C4)cc2)CC1
    7 | -1 | -23 | -15 | 12 | -9 | 1 | 3 | 9 | -17 | 18
Cc1cccc(NC(=O)C2CCCN2C(=O)NC2CCCCC2)c1 (stereo not drawn)
    4 | 22 | -5 | 8 | 8 | 1 | 7 | -1 | -2 | 0 | -7
O=C(C(Cl)Cl)N1CC2CCC(CC2)C1
    -4 | 7 | -29 | 18 | 9 | 1 | 22 | -1 | -15 | 15 | -4
CCCn1nc(NC(=O)C2CCCO2)c2cc3cccc(C)c3nc21 (stereo not drawn)
    9 | 5 | 15 | 1 | -3 | -3 | 16 | -16 | 5 | 2 | 16
Cc1ccc(SCC(=O)NNC(=O)CCS(=O)(=O)c2ccc(C)cc2)cc1
    4 | 1 | -6 | 17 | -1 | -1 | 9 | 2 | -22 | -9 | -13
O=C(c1ccc(N2CCCC2=O)cc1)N1CCN(c2ccc(C(F)(F)F)cc2[N+](=O)[O-])CC1
    -4 | 21 | 72 | 0 | 23 | 12 | 13 | 6 | 0 | 29 | -2
O=C(OCc1ccccc1)N1CCC2CC1c1c(Cl)cccc12 (stereo not drawn)
    -12 | -17 | -1 | 8 | -5 | -4 | -36 | -1 | 5 | -19 | -6
CC1(C)Cc2c(sc3ncn(N)c(=N)c23)CO1
    11 | -1 | -9 | -6 | 29 | 1 | 17 | 1 | 12 | 10 | 6
CCOC(=O)C1=C(CS(=O)(=O)c2ccc(C)cc2)NC(=O)NC1c1cc(OC)c(OC)c(OC)c1 (stereo not drawn)
    2 | 20 | -22 | 6 | 19 | 30 | -11 | -3 | -11 | -11 | 4
COC(=O)Cc1cnc(NC(=O)C2C3CCC(C3)C2C(=O)O)s1 (stereo not drawn)
    3 | 4 | -3 | 6 | 12 | -5 | -10 | 1 | 0 | -26 | 10
O=C(CN1C(=O)C2C3C=CC(C4CC34)C2C1=O)Nc1cnc2ccccc2c1 (stereo not drawn)
    4 | -18 | -45 | -12 | 8 | 8 | -5 | -13 | 1 | -24 | -51
NC(=O)CN1CCOCCOCCN(CC(N)=O)CCOCCOCC1
    9 | -4 | 7 | -4 | 12 | -21 | 7 | -9 | 2 | -6 | 14
CCOc1ccc(S(=O)(=O)Nc2ccc(OC)nc2)cc1
    -5 | 16 | 10 | -7 | 1 | -14 | 7 | 10 | 7 | 19 | 13
COC(=O)[C@H](Cc1ccccc1)NC(=O)NCC1CCCO1 (stereo partly drawn)
    7 | -12 | -11 | 2 | 2 | -3 | 8 | 13 | -13 | -23 | 5
C[C@H](CO)N1C[C@H](C)[C@@H](CN(C)S(C)(=O)=O)Oc2c(NC(=O)C3CC3)cccc2C1=O
    10 | 6 | 9 | 13 | 16 | -4 | 4 | 5 | -23 | -3 | -9
Cc1ccc(C)c(NC(=O)Cn2c([N+](=O)[O-])cnc2C)c1
    -8 | -9 | 8 | 11 | 5 | -15 | -2 | -26 | -11 | -1 | -4
O=C1CCCc2[nH]nc(-c3cccnc3)c21
    7 | -8 | -21 | 3 | 3 | -1 | 10 | 3 | 4 | -10 | -11
O=C(c1cc(-c2ccccc2)on1)N1CCc2ccccc2C1
    -1 | -74 | -45 | 3 | -39 | -1 | -18 | 6 | -11 | 6 | -6
COC(=O)[C@@]1(Cc2ccc(OC)cc2)[C@H]2c3cc(C(=O)N4CCCC4)n(CCn4cc([N+](=O)[O-])nc4C)c3C[C@H]2CN1C(=O)c1ccccc1
    -5 | 1 | 27 | -21 | 2 | 5 | 4 | -2 | 21 | -16 | -1
COC(=O)C1=C(O)C(C(=O)OC)C(c2ccc(C)cc2)C(C#N)(C#N)C1c1ccc(C)cc1 (stereo not drawn)
    14 | 30 | -39 | 10 | -8 | 21 | 6 | 10 | -5 | -25 | -3
CCCn1c(=N)c(S(=O)(=O)c2ccc(F)cc2)cc2c(=O)n3ccccc3nc21
    0 | -10 | 7 | -18 | -26 | -14 | 22 | 3 | 17 | -36 | -11
COC(=O)N/N=C(\CCC(=O)O)c1cccs1
    -17 | -5 | 1 | -9 | -1 | 18 | -34 | -12 | 0 | -7 | -25
CS(=O)(=O)c1cccc(NC(=O)CSc2nnc3n2CCCCC3)c1
    -7 | -3 | 3 | 6 | 0 | -9 | 5 | 9 | -2 | 1 | -11
Cc1ccc(NC(=O)COC(=O)c2ccnn2C)cc1
    -1 | -27 | -20 | -4 | -5 | -9 | 18 | -3 | 21 | 11 | -6
COc1ccc(NC(=S)Nc2ccccc2)cn1
    4 | -58 | -23 | -7 | -4 | -4 | -12 | 13 | -8 | 3 | -16
CN(c1ccccc1)c1nc(N)c([N+](=O)[O-])c(Nc2cccc(F)c2)n1
    4 | -15 | 24 | -29 | -21 | 11 | -1 | -21 | 25 | -11 | -3
